MCL1-BIM inh – MCL1-BIM-BH3 interaction inhibition (human); Q07820; GST-MCL1 / FITC-Bim-BH3 fluorescence polarization; inhibition, % at 10.9 µM; 0.68% of 320,000 active; AID 2057;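 active = inhibition above the mean inhibition of all tested compounds plus 3 SD, set per campaign, cut at about 40% in these data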;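 also: 0% = DMSO wells and 100% = unlabeled Bim-BH3 peptide control; higher means more loss of mP so more displacement of Bim peptide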
GLD-1 RNA inh – GLD-1-TGE RNA interaction inhibition (C. elegans). Q17339. purified GLD-1 + fluorescein TGE RNA, fluorescence polarization. inhibition, % at 5.96 µM. 0.44% of 320,000 active. AID 2280;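 active = percent inhibition above a per-plate cutoff, the plate mean of test compounds plus 3 SD, cut at about 30% in these data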;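 also: 0% = DMSO wells with GLD-1 and probe and 100% = wells lacking GLD-1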
Target sequence (Q17339 whole entry, looked up): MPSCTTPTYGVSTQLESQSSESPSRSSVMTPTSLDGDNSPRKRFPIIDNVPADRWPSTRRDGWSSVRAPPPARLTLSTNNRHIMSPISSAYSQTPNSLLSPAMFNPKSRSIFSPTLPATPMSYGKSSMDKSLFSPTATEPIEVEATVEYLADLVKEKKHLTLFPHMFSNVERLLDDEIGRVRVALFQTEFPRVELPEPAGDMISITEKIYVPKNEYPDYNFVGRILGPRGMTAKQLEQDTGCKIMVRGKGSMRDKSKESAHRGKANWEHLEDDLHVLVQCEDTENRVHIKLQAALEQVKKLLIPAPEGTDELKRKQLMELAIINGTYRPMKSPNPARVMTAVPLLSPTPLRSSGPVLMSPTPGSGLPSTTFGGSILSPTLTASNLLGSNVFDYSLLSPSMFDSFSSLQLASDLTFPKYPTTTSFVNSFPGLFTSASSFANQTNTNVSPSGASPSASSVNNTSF
PAD4 inh – PAD4 (human) enzyme inhibition. 0.41% of 330,000 active. AID 485272. recombinant PAD4, RCA probe fluorescence polarization. inhibition, % at 6.36 µM. Q9UM07;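 active = percent inhibition above a cutoff equal to the mean of all tested compounds plus 3 SD, cut at about 15% in these data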;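 also: 0% = PAD4 with RCA probe and DMSO and 100% = probe without PAD4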
TPT1 inhibitor – C. albicans TPT1 enzyme inhibition. AID 1962. inhibition, % at 5 µM. recombinant caTPT1, FP RNA substrate dephosphorylation. 0.81% of 300,000 active;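 active = inhibition above the mean of all tested compounds plus 3 SD, set per screening campaign, cut at about 24% in these data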;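 also: plate controls were DMSO alone for no effect and ferristatin control at 100 nM for full effect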
PME-1 inh – blocks human protein phosphatase methylesterase 1; Q9Y570; recombinant PME-1, FP-Rh probe fluorescence polarization; inhibition, % at 5.9 µM; 0.53% of 320,000 active;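 active = inhibition above the campaign mean of all compounds plus 3 SD, cut at about 26% in these data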;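 also: competitive labeling of PME-1 active site by serine hydrolase directed probe; 0% = PME-1 with DMSO and 100% = wells lacking PME-1 enzyme; inhibitors block probe labeling so polarization falls and inhibition rises; many of its hits are not listed in these tables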
MEX-5 binding – C. elegans MEX-5 TCR-2 RNA binding activity; Q9XUB2; MEX-5/FITC-TCR2 RNA binding, fluorescence polarization; stronger effect = lower value; activity score (negative = inhibition of binding), % at 10 µM; 0.38% of 300,000 active;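 active = inhibition past about -25% in most replicates, and total fluorescence under double the plate's negative control median, limit read from the data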;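 also: 0% = DMSO and -100% = 5 µM competing unlabeled TCR2 RNA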
Fam108B inh – blocks mouse Fam108B hydrolase in RBBP9 counter-screen; inhibition, % at 9.51 µM; 0.33% of 300,000 active; recombinant Fam108B, FP-Rh probe fluorescence polarization;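 active = inhibition above the screen mean inhibition plus 3 SD, computed separately per campaign, cut at about 18% in these data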;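 also: inhibitors lower polarization as less probe binds the enzyme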
Bcl-xL primary – blocks human Bcl-xL binding to Bim BH3 peptide | Q07817 | GST-Bcl-xL / FITC-Bim BH3 peptide fluorescence polarization | AID 2129 | 0.7% of 320,000 active | inhibition, % at 10.9 µM;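 active = inhibition above the mean of all tested compounds plus 3 SD, cutoff set per campaign, cut at about 30% in these data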;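 also: 0% = DMSO wells and 100% = unlabeled Bim-BH3 peptide competitor; inhibitors lower millipolarization by displacing the labeled peptide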
Target sequence (Q07817 whole entry, looked up): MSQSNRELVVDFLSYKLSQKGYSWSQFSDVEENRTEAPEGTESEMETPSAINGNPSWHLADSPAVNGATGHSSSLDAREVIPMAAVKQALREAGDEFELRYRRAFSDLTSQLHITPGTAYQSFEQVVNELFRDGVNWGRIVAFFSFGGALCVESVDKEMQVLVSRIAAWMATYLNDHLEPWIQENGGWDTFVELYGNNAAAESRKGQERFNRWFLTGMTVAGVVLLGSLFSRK
GSTO1 counter – blocks human GSTO1 in RBBP9 counter-screen | P78417 | recombinant GSTO1, activity-based probe fluorescence polarization | inhibition, % at 5.96 µM | 1.1% of 300,000 active | AID 1974;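 active = inhibition above the campaign mean inhibition plus 3 SD, cut at about 35% in these data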;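 also: 0% = GSTO1-1 with DMSO and 100% = wells lacking GSTO1-1 enzyme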
Target sequence (P78417 whole entry, looked up): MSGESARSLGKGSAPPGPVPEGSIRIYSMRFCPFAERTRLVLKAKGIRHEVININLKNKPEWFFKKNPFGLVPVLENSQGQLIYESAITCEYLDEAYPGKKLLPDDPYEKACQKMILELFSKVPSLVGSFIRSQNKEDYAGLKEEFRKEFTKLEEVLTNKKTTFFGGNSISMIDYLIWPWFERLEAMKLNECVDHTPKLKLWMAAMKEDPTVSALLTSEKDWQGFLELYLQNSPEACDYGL
An asterisk follows results filed as active; · = no result given. An excerpt, so the mix of outcomes need not match the whole.

Structure,MCL1-BIM inh,GLD-1 RNA inh,PAD4 inh,TPT1 inhibitor,PME-1 inh,MEX-5 binding,Fam108B inh,Bcl-xL primary,GSTO1 counter
CCOC(=O)c1cc2c(=O)n3ccccc3nc2n(CC2CCCO2)c1=NC(C)=O (stereo not drawn),1,-4,-7,-3,-4,-1.7,0,3,4
CC(C)C(c1nnnn1C1CCCC1)N1c2ccccc2CC1C (stereo not drawn),9,1,0,-6,3,-2.1,1,5,3
CN(Cc1cnccn1)Cc1cn(Cc2ccccc2)nc1-c1ccc2c(c1)OCO2,0,7,-5,3,7,-1.7,-1,0,2
CC(NC(=O)C12CC3CC(CC(O)(C3)C1)C2)c1ccc(Cl)cc1Cl (stereo not drawn),-4,-2,0,0,1,0.7,3,-3,-1
COc1cc(SC)ccc1C(=O)Nc1cccc(S(=O)(=O)NC2=NCCC2)c1,-6,7,-5,·,-5,·,·,0,·
CNc1ncc(Cc2ccccc2)s1,6,3,1,2,-2,0.6,2,6,-4
CC(C)c1nc(NCCO)c2nnn(Cc3ccccc3)c2n1,2,4,6,-1,7,0.7,2,7,4
Cc1ccc(NC(=O)Cn2nnc(C(=O)NCc3ccco3)c2N)cc1,5,14,-1,-4,5,1.1,1,3,-4
CC1(C)Cc2ccccc2-c2nnc(SCc3ccccc3)n21,9,9,4,-2,0,0.1,-1,4,4
COc1ccc(N=C2SC(C(=O)Nc3ccc(OC)cc3)CC(=O)N2CCN2CCOCC2)cc1 (stereo not drawn),-1,-1,-6,-1,4,1.4,5,1,-2
c1ccc(Nc2nc(-c3cccs3)cs2)nc1,2,8,3,0,15,0.6,2,-3,1
COC(=O)/C=c1/s/c(=C(/C#N)C(=O)NCc2ccccc2)n(-c2ccccc2)c1=O,4,4,-24,2,-8,-0.5,0,-2,9
CC1CCN(C(=O)CSc2nnc3c(n2)[nH]c2ccc(F)cc23)CC1,6,0,-4,-1,7,-2.1,-4,6,2
CN(C)c1cccc(C(=O)NNC(=O)NC2CCCCC2)c1,-2,-4,0,-3,0,-1.9,3,-2,21
O=C(CSc1nc2ccccc2o1)N1CCOCC1,7,1,4,-3,-3,-2.2,3,5,2
CCC(C)NCC(=O)Nc1cc(S(=O)(=O)N(CC)c2ccccc2)ccc1Cl (stereo not drawn),3,3,3,1,20,2.0,-2,1,5
O=C(c1ccc2ccccc2c1)N1CCN(S(=O)(=O)/C=C/c2ccccc2)CC1,6,4,-2,-7,2,1.6,3,7,4
O=C(O)C1CC=CCC1C(=O)Nc1ccccc1 (stereo not drawn),0,5,-1,-1,-4,-0.8,0,4,4
O=C(NC1CCCN(Cc2ccc(Cl)cc2)C1)c1cnc2ccccn2c1=O (stereo not drawn),8,0,1,1,3,-1.1,3,3,4
CCOC(=O)c1c(NC(=S)NC(=O)c2ccc(Cn3cc(Cl)cn3)o2)sc2c1CCC(C)C2 (stereo not drawn),-1,-6,-1,0,-2,-0.2,-4,3,6
COC(=O)c1ccccc1NC(=O)Nc1cc(C(C)(C)C)on1,-8,-1,1,3,2,4.3,-6,3,-4
O=C(Nc1ccc(C(F)(F)F)cc1)N1CCN(c2ccnc3cc(Cl)ccc23)CC1,1,3,3,-2,-27,2.4,-24,5,-10
COc1ccc2c(C)cc3nncn3c2c1,2,13,-13,-2,-6,-0.4,-7,6,-8
O=C(CN1C(=O)CSc2ccc(S(=O)(=O)N3CCOCC3)cc21)NCCCN1CCOCC1,-9,3,3,1,-2,1.0,1,2,-6
Cc1ccc(C)c(N2CCN(S(=O)(=O)c3cccc4cccnc34)CC2)c1,6,-2,1,2,0,2.0,-1,2,-12
CC1(c2cccc(Br)c2)NC(=O)N(CC(=O)NCC2CCCO2)C1=O (stereo not drawn),8,0,-8,·,0,·,·,2,·
O=C(CSc1nncs1)NC(=O)NC1CCCC1,0,-7,1,-1,8,-0.7,-2,-2,0
O=C(Nc1ccccc1)OCc1cn(-c2ccc(Cl)cc2)nn1,10,3,-3,-1,5,0.9,-1,9,0
O=C(c1ccccc1)N1CCN(c2ccc([N+](=O)[O-])c(NCc3ccco3)c2)CC1,-7,7,1,-1,9,1.8,6,4,-10
COc1ccc(N(C(=O)c2cccnc2)S(=O)(=O)c2ccc3c(c2)n(C)c(=O)n3C)cc1,3,8,2,-3,10,1.9,0,4,9
C#CCCCCCCCCC(=O)NCCCC,-3,16,-6,1,3,-1.2,1,0,2
CCOC(=O)[C@H]1[C@H]2COc3ccc(OC)cc3[C@@H]2N2C(=O)c3cc(OC)ccc3NC(=O)[C@@]12C,2,4,-4,-2,4,·,-1,3,0
COc1cccc(NC(=O)c2nn(C)c3c2CS(=O)(=O)c2ccccc2-3)c1,10,-3,-5,-3,-6,-1.1,-1,6,2
CCCC1=C(C(=O)OCC)C(c2ccc(F)cc2)n2ncnc2N1 (stereo not drawn),-6,-10,-1,-2,-5,1.0,3,0,4
O=C(c1ccc2ncsc2c1)N1CCN(c2ccccc2Cl)CC1,1,6,0,0,3,0.3,-1,-5,-3
Cc1cc(C)c2[nH]c(=O)c(CN(CC3CCCO3)S(=O)(=O)c3ccc4c(c3)OCCO4)cc2c1 (stereo not drawn),2,4,-2,0,-2,-0.3,-3,-3,-2
CN(C)c1ccc(N=Nc2ccccc2C(=O)OCC(=O)N(C)c2ccccc2)cc1,7,-12,-5,4,8,-2.7,0,-2,4
COc1ccc(-c2cc(C(F)(F)F)n3nc(C(=O)N4CCN5CCCC5C4)cc3n2)cc1OC (stereo not drawn),-3,2,3,2,-3,0.5,2,5,1
CC(=O)c1ccc(N2CCN(CC(=O)N(CC(C)C)c3c(N)n(CC(C)C)c(=O)[nH]c3=O)CC2)cc1,-5,1,0,-6,5,1.4,3,5,-2
Cc1ccccc1NC(=O)NC1(C(=O)N2CCOCC2)CCCCC1,3,-6,-4,2,0,-1.5,-4,1,-5
Cc1[nH]c2ccccc2c1/C=N/NC(=S)NC(C)C,-7,-16,-1,25*,9,-26*,11,-3,-3
O=C(/C=C(O)/C=C/c1ccc(O)cc1)/C=C/c1ccc(O)cc1,15,-104,-2,·,2,·,·,28,·
Cc1ccc(S(=O)(=O)N2CCOCC2)cc1NC(=O)COC(=O)c1cc(=O)[nH]c2ccccc12,-4,2,-2,1,-1,-1.1,-2,-3,8
Cc1ccc(Cl)cc1NC(=O)CN1CCN(C(=O)C2CCCO2)CC1 (stereo not drawn),3,2,-4,0,1,3.6,-6,3,0
O=C(NCCCn1ccnc1)C1CC(c2cccc(Br)c2)=NO1 (stereo not drawn),13,-3,-3,1,0,0.9,10,8,-1
N#CC(C(=O)Nc1ccccc1)=C1CCCCC1,7,-1,-2,-2,1,-1.1,5,9,7
CSc1sc(C(=O)NN)c2c1C(O)CCC2 (stereo not drawn),15,1,-1,-3,5,6.8,-3,6,0
Cc1cc(C)c(C)c(S(=O)(=O)N2CCN(C(=O)c3ccncc3)CC2)c1C,-13,3,-5,·,-2,·,·,-2,·
O=C(CCC(F)(F)F)N1CCCC(CO)(CCc2ccccc2)C1 (stereo not drawn),-6,1,3,1,-2,-1.2,2,3,10
Nc1nnc(/C=C/c2ccccc2)s1,-5,-29,-3,8,4,-0.3,-6,-7,-5
O=C(CSc1nc(=O)n(CCCN2CCOCC2)c2c1CCCC2)Nc1ccc(Cl)cc1,1,6,4,-2,1,1.1,1,6,-1
c1ccc(-c2csc(N3CCOCC3)n2)cc1,3,4,0,0,5,-1.0,-2,4,7
O=C1CN(C(=O)COC(=O)C2CC(=O)N(Cc3ccco3)C2)c2ccccc2N1 (stereo not drawn),-2,6,-4,2,5,-1.8,1,3,1
CCOC(=O)C1CCCN(S(=O)(=O)CCNC(=O)c2ccccc2)C1 (stereo not drawn),-4,10,2,1,1,1.1,-1,-4,2
Clc1ccc(OCCN2CCCCC2)cc1Cl,3,-4,-4,-3,6,3.6,-1,0,1
CC(=O)Nc1cccc(OCCCNC(=O)C2CCC2)c1,2,7,1,-2,-3,-1.2,0,1,-2

(listing goes on)
Structure,MCL1-BIM inh,GLD-1 RNA inh,PAD4 inh,TPT1 inhibitor,PME-1 inh,MEX-5 binding,Fam108B inh,Bcl-xL primary,GSTO1 counter
COc1ccc(/C=C/C(=O)OCC(=O)NCc2ccco2)c(OC)c1,-9,-3,-7,0,2,1.0,3,-13,5
c1ccc(C(c2ccccc2)c2ccn[nH]2)cc1,-6,2,0,-1,3,-1.5,0,1,1
CCCCN(Cc1cc2cc(OC)ccc2[nH]c1=O)S(=O)(=O)c1ccc(C)cc1,8,0,-4,-1,3,3.3,0,3,3
CC(NS(=O)(=O)c1ccc2c(c1)c(=O)n(C)c(=O)n2C)C(=O)NC1CCCCC1 (stereo not drawn),5,7,3,0,-5,0.6,-1,6,5
COCCn1c(COc2cccc(OC)c2)nnc1SCC(=O)NC1CCCCC1,-4,0,0,-3,0,-2.6,-3,-8,5
COc1ccc2c(c1OC)C(=O)OC2N1C(=O)CC[C@H]1C(=O)Nc1ccc2c(c1)OCO2 (stereo partly drawn),-2,6,-3,-2,1,-2.9,-1,0,5

Of the compounds above, these have an aryl thioether with sulfur outside any ring.
Structure,MCL1-BIM inh,GLD-1 RNA inh,PAD4 inh,TPT1 inhibitor,PME-1 inh,MEX-5 binding,Fam108B inh,Bcl-xL primary,GSTO1 counter
COc1cc(SC)ccc1C(=O)Nc1cccc(S(=O)(=O)NC2=NCCC2)c1,-6,7,-5,·,-5,·,·,0,·
CC1(C)Cc2ccccc2-c2nnc(SCc3ccccc3)n21,9,9,4,-2,0,0.1,-1,4,4
CC1CCN(C(=O)CSc2nnc3c(n2)[nH]c2ccc(F)cc23)CC1,6,0,-4,-1,7,-2.1,-4,6,2
O=C(CSc1nc2ccccc2o1)N1CCOCC1,7,1,4,-3,-3,-2.2,3,5,2
O=C(CSc1nncs1)NC(=O)NC1CCCC1,0,-7,1,-1,8,-0.7,-2,-2,0
CSc1sc(C(=O)NN)c2c1C(O)CCC2 (stereo not drawn),15,1,-1,-3,5,6.8,-3,6,0
O=C(CSc1nc(=O)n(CCCN2CCOCC2)c2c1CCCC2)Nc1ccc(Cl)cc1,1,6,4,-2,1,1.1,1,6,-1
COCCn1c(COc2cccc(OC)c2)nnc1SCC(=O)NC1CCCCC1,-4,0,0,-3,0,-2.6,-3,-8,5

Bioassay records: PubChem BioAssay, several laboratories
